Screening data as filed in PubChem BioAssay.
ssDAF-12 act: S. stercoralis DAF-12 activation, primary screen | HEK293 ssDAF-12/GRIP1 lit1-tk-luc reporter, luminescence; % of 3 µM dafachronic acid response | activation, % at 6.8 µM | hit rate 1% among 370,000 | AID 652126;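 active means activation above the mean over all tested compounds plus 3 SD, cut at about 0.9% in these data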;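 further: 0% = DMSO-only wells and 100% = 3 µM delta7-dafachronic acid wells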
HGIII-sPLA2 inh: Inhibits HGIII-sPLA2 liposome hydrolysis, primary screen | Q9NZ20 | QFRET BODIPY PC-A2 liposome hydrolysis, fluorescence | inhibition, % at 12.2 µM | hit rate 0.56% among 370,000;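 active means inhibition above mean plus 3 SD of compounds lying within the high and low control bounds, cut at about 19% in these data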;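 further: 0% = median of test compound wells and 100% = no enzyme DMSO wells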
Target sequence (Q9NZ20 whole entry, looked up): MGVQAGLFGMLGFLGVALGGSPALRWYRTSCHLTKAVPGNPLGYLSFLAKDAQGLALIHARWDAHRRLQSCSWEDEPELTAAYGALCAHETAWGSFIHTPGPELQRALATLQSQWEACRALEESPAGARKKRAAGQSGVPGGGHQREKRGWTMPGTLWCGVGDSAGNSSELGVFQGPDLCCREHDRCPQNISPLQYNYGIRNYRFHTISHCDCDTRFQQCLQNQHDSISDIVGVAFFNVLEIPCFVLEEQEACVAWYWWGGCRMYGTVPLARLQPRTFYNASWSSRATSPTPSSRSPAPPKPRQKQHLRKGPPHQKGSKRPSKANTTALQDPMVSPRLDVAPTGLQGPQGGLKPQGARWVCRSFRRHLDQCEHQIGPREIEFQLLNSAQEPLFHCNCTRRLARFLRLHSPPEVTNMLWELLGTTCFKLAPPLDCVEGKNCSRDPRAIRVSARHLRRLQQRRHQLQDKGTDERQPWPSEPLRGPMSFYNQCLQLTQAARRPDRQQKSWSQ
GAA850 FXN act: frataxin GAA850 promoter activation; HEK293 lucGAA850 FXN promoter luciferase reporter, 24 h; percent of 10 µM SAHA response; activation, % at 6 µM; hit rate 0.56% among 360,000;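 active means activation above the average of all compounds screened plus 3 SD, cutoff fixed separately per campaign, cut at about 7.5% in these data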;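 further: 0% = DMSO wells and 100% = 10 µM SAHA wells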
PG9 binder: PG9 antibody binding by small molecule; TR-FRET gp120-PG9 antibody binding; inhibition, % at 6.7 µM; hit rate 0.43% among 360,000; AID 624416; in the data active means inhibition above about 8.5%
SMARCA2 act: SMARCA2 function activation, primary screen. MG213 cells, MMTV-luciferase reporter, dexamethasone, overnight. activation, % at 9.1 µM. hit rate 1% among 370,000; in the data active means activation above about 7.8%;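 further: 0% = vehicle wells and 100% = reference activator wells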
hgDAF12 agonist: hgDAF-12 agonism, primary luciferase screen | HEK293 GAL4-hgDAF12 UAS-luciferase reporter, agonist luminescence; normalized to butyrate control | AID 687014 | hit rate 1.8% among 370,000 | activation, % at 6.8 µM;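 active means activation above a cutoff set at the mean of all screened compounds plus 3 SD, cut at about 10% in these data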;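 further: 0% = DMSO wells and 100% = sodium butyrate wells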
DAX1 inh-1: inhibitors of DAX1 repression of SF-1 activated StAR promoter. HEK293T StAR-luciferase reporter, SF-1/DAX-1 repression relief. inhibition, % at 6.8 µM. hit rate 1.1% among 370,000. AID 652010;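 active means inhibition above the mean over all tested compounds plus 3 SD, cut at about 3.6% in these data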;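 further: 0% = DAX-1 cells with DMSO and 100% = cells lacking DAX-1 with DMSO; higher inhibition means more luminescence from relief of DAX-1 repression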
NR1D1 modulator: Rev-erb alpha (human) modulation; Rev-erbα–FITC-DNA binding, fluorescence polarization, 90 min; activity, % at 10 µM; hit rate 0.79% among 370,000;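 active means activity above about 14%, limit read from the data; passing the limit was not always enough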;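 further: 0% = DMSO wells with 35 nM protein and 100% = DMSO wells with 750 nM protein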
Target sequence (P20393 whole entry, looked up): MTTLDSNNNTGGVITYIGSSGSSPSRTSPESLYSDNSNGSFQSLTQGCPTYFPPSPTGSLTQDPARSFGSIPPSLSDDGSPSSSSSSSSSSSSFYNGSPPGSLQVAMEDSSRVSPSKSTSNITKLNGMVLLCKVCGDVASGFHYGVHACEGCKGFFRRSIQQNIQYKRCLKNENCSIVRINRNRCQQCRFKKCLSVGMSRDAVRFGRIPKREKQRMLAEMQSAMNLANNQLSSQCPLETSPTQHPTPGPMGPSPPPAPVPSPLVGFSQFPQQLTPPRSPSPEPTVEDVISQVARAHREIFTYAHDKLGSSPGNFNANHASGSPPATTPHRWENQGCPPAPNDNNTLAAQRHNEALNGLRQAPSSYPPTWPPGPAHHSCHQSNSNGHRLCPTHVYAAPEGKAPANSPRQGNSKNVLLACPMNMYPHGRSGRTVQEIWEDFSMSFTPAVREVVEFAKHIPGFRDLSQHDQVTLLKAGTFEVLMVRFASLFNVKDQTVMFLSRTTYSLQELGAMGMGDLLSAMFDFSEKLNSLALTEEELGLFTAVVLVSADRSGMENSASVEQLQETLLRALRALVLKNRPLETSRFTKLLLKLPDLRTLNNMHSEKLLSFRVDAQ
PLC-beta3 inh: blocks human PLC-beta3 enzyme activity | AID 720704 | Purified PLC-beta3, fluorogenic substrate, fluorescence | inhibition, % at 12.2 µM | Q01970 | hit rate 0.18% among 370,000; in the data active means inhibition above about 11%;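 further: 0% = median of compound wells on plate and 100% = full blocker control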
hcDAF12 agonist: H. contortus DAF-12 activation, primary screen; HEK293 hcDAF-12 lit1-tk-luc reporter, luminescence; 0% DMSO, 100% Δ7-dafachronic acid; activation, % at 6.8 µM; hit rate 1.4% among 370,000; AID 652067;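 active means activation above the mean of all tested compounds plus 3 SD, cut at about 5.5% in these data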;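 further: 100% = response to 3 µM Δ7-dafachronic acid high control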
DAX1 inh-2: inhibits human nuclear receptor DAX1 | P51843 | HEK293 Gal4-DAX1 luciferase reporter, luminescence | inhibition, % at 6.75 µM | hit rate 0.99% among 340,000 | AID 504766;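 active means inhibition above the mean over all tested compounds plus 3 SD, cut at about 4.2% in these data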;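 further: 0% = DAX1-transfected cells with DMSO and 100% = empty-vector control cells with DMSO; inhibition shows as a rise in luminescence from relieved DAX1 repression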
An asterisk follows results filed as active; i = inactive; . = no result given.

Order of results: ssDAF-12 act	HGIII-sPLA2 inh	GAA850 FXN act	PG9 binder	SMARCA2 act	hgDAF12 agonist	DAX1 inh-1	NR1D1 modulator	PLC-beta3 inh	hcDAF12 agonist	DAX1 inh-2
> O=C(CCc1nnc(Cc2c[nH]c3ccccc23)o1)NC1CCCC1
→ 0.4	-7	1.5	2.5	-3	0.9	-0.4	2	4	4.1	-0.3
> COc1ccc(OCc2nn3c(Cn4cnc5ccccc54)nnc3s2)cc1
→ -1.0	-8	2.2	-1.4	-6	-4.3	-1.9	-4	0	-2.1	-1.1
> COc1cccc(CN2CCN(Cc3ccc4c(c3)OCCO4)CC2CCO)c1 (stereo unspecified)
→ -1.6	-6	-0.6	1.1	-2	-3.9	0.2	12	-6	-1.8	1.7
> C[C@H](NC(=O)c1nc[nH]c1C(=O)N[C@H](C)c1ccccc1)C(=O)OCc1ccccc1
→ 0.1	-12	-0.6	-0.3	0	0.7	0.5	9	1	-1.9	0.4
> Cn1c(=O)cc(SCC(=O)NCCN2CCN(c3ccccc3F)CC2)c2cc(Cl)ccc21
→ -0.9	-11	-2.6	-28	1	-0.9	0.2	-5	-1	4.6	0.5
> N=c1c(C(=O)NCc2ccco2)cc2c(=O)n3ccccc3nc2n1C1CCCC1
→ -1.4	-3	6.3	0.2	2	-0.2	0.0	-18	i	0.5	-0.4
> CCn1nc(NC(=O)C(C)C)c2cc3cccc(C)c3nc21
→ -0.7	14	-1.8	0.7	-2	-2.8	-0.5	-2	-159	-0.7	0.1
> CC(NC(=S)Nc1ccc(Cl)cc1)C(c1ccccc1)N1CCOCC1 (stereo unspecified)
→ -1.1	5	0.3	-0.1	0	2.0	0.0	-4	2	2.8	1.5
> Cc1c(C(=O)N2CCCC2)sc(NC(=O)c2cccs2)c1C#N
→ -1.5	4	-0.6	-3.0	-1	2.3	1.1	3	-18	-0.1	3.0
> NS(=O)(=O)c1ccc(NC(=O)c2ccc(S(=O)(=O)N3CCCCC3)cc2)cc1
→ -0.9	-15	-0.8	0.9	-2	-1.2	-1.6	0	-8	1.5	-0.6
> CCN(CC(=O)NCc1ccncc1)S(=O)(=O)c1cc(Cl)ccc1Cl
→ -1.1	4	-1.3	-0.2	-3	3.2	0.0	6	-2	-2.8	4.2*
> Clc1nn2cnnc2c2ccccc12
→ -1.0	1	-0.2	0.2	-1	-3.2	0.0	-2	1	-2.1	6.2*
> COc1ccccc1CNC(=O)COC(=O)/C=C/c1ccc2c(c1)OCO2
→ -1.3	16	0.4	0.3	-1	-2.5	-1.6	-1	-20	-0.1	-0.1
> COCCn1c(SCC(=O)NCc2ccc3c(c2)OCO3)nc2ccccc2c1=O
→ -1.1	2	1.7	1.2	-4	-0.3	0.1	1	-1	-3.0	0.1
> O=C(NCCCn1ccnc1)c1cc2ccccc2oc1=O
→ -0.7	1	1.1	0.1	1	-0.3	0.8	-3	-9	2.1	1.3
> O=C(CSc1nnc(-c2cccc(Cl)c2)n1Cc1ccco1)Nc1ccc(OCc2ccccc2)cc1
→ -1.1	-12	.	.	-5	-1.6	-2.3	5	-1	-3.8	.
> CCOc1ccc(NC(=O)CCC(=O)NNC(=O)c2ccco2)cc1
→ -2.1	2	-3.2	0.8	-2	3.9	0.2	6	1	1.2	0.4
> CCn1c(CNc2ccc(F)cc2)nnc1SCCN1CCCCC1
→ -1.1	5	1.2	0.8	-1	1.6	-0.1	-7	0	0.8	0.7
> COc1ccc2c(CC(=O)OCc3nc4ccsc4c(=O)[nH]3)coc2c1
→ -0.7	-6	1.6	0.3	-1	3.1	-0.3	-2	-9	0.4	0.3
> OCCc1c[nH]c2cc(F)ccc12
→ -0.8	6	0.3	2.0	0	0.1	-0.1	-6	0	1.4	-0.1

(continued)
Order of results: ssDAF-12 act	HGIII-sPLA2 inh	GAA850 FXN act	PG9 binder	SMARCA2 act	hgDAF12 agonist	DAX1 inh-1	NR1D1 modulator	PLC-beta3 inh	hcDAF12 agonist	DAX1 inh-2
> CN1C[C@@H]2[C@@H]3C(=O)N(C)C(=O)[C@@H]3[C@](C)(C1=O)N2C(=O)c1ccc(Br)cc1
→ -0.8	11	-1.1	-1.0	1	-1.4	0.1	-9	3	4.9	0.0
> O=C(CSc1nnc(-c2ccc(Cl)cc2Cl)n1C1CCCCC1)NC1CCS(=O)(=O)C1 (stereo unspecified)
→ -1.4	-11	-2.4	-2.0	3	-2.2	-0.2	-8	3	-2.0	2.3
> CCc1nnc2n1N=C(c1ccc(Cl)cc1Cl)CS2
→ -1.3	-8	2.7	0.9	-2	0.2	0.0	-1	-4	-0.4	-0.3
> CCOc1ccc(-n2c(O)c(/C=N/Nc3nc(C)cc(C)n3)c3ccccc3c2=O)cc1
→ -1.6	-2	-1.3	-1.4	3	1.3	1.6	4	-153	-1.3	0.2
> CCCCN(C(=O)CSc1cc(C)c2ccc(OC)cc2n1)c1c(N)n(Cc2ccccc2)c(=O)[nH]c1=O
→ 4.8*	0	-3.1	0.5	-5	-3.6	-0.3	2	-8	1.7	-0.3
> Cc1ccc2c(C(=O)CN3CCCC3)c(C)[nH]c2c1
→ -0.9	-9	-0.8	-1.3	-1	0.4	-0.5	-1	-13	1.4	0.7
> COc1ccccc1NC(=O)CCCn1c(=S)[nH]c2ccccc2c1=O
→ -0.4	5	3.2	0.8	-2	4.1	0.1	-3	4	1.6	3.3
> CCN(CC)C(=O)Cn1cc(C(=O)C(=O)N2CCN(c3ccc(OC)cc3)CC2)c2ccccc21
→ -1.0	10	-2.1	0.1	-1	-0.7	0.4	1	-7	-2.6	0.9
> CC(C)(C)[C@H]1C=C(C(=O)O)O[C@@H](OCc2ccc(CO)cc2)C1
→ -1.2	0	1.5	0.4	1	-0.5	-0.6	1	1	0.9	-0.9
> CCC(=O)N1CCN(c2ccccc2NC(=O)c2ccc([N+](=O)[O-])o2)CC1
→ -0.1	1	-1.3	-1.0	-3	-2.5	-1.2	-1	-7	-1.2	-0.9
> CN(C)CCN1CCN([C@H]2CS(=O)(=O)N[C@@H]2COCc2ccccc2)CC1
→ -0.4	13	.	-0.1	-5	1.5	0.6	0	-20	0.4	.
> OCCc1c[nH]c2ccc(C(F)(F)F)cc12
→ -1.9	-28	2.7	4.0	0	-1.0	-0.2	-1	-1	-1.6	1.4
> CCNc1nc(Sc2ccc(C)cc2)cc(C(F)(F)F)n1
→ -1.7	-1	5.7	-2.0	4	-1.4	0.6	2	2	-1.2	-0.3
> CN(C)N=Nc1ccc(S(N)(=O)=O)cc1
→ -1.6	3	2.9	0.8	0	-2.3	0.1	5	-1	-0.5	-0.1
> Cc1ccc(S(=O)(=O)CCC(=O)OC(C)c2nnc(-c3cccs3)o2)cc1 (stereo unspecified)
→ -1.5	10	0.2	-0.8	-2	0.7	0.0	-4	-6	0.5	0.3
> CCc1nnc(NC(=O)c2cc3ccccc3oc2=O)s1
→ -1.0	9	1.1	-2.1	1	0.3	0.4	-1	-2	-0.8	2.9
> CC(=O)Nc1ccc(S(=O)(=O)N2CCN(S(=O)(=O)c3ccc(NC(C)=O)cc3)CC2)cc1
→ -1.1	4	0.1	-0.7	3	1.9	0.7	7	0	-1.2	1.7
> Cc1ccc(C(C)C)c2c1C(c1ccc3c(c1)OCO3)CC(=O)O2 (stereo unspecified)
→ -0.3	8	1.2	-1.6	-1	-2.6	-1.3	5	-5	-1.8	-0.5
> Cc1cc(C)n2nc(SCC(=O)N(CCC#N)c3ccc(F)cc3)nc2n1
→ -1.2	-2	1.2	-2.2	-3	9.3	3.4	-1	-4	1.3	-0.3
> N#Cc1cc(NC(=O)c2ccc(Cl)cc2)ccc1Sc1ccccc1
→ -1.4	-3	-0.9	-0.5	-9	-1.8	-2.5	-2	-12	-3.1	.

Other records follow:
Order of results: ssDAF-12 act	HGIII-sPLA2 inh	GAA850 FXN act	PG9 binder	SMARCA2 act	hgDAF12 agonist	DAX1 inh-1	NR1D1 modulator	PLC-beta3 inh	hcDAF12 agonist	DAX1 inh-2
> Cc1ccc(CNc2nc3ccc(C)cc3n3cnnc23)cc1
→ -1.4	-3	1.6	-1.1	-1	-1.3	0.0	-13	-1	-3.5	-0.4
> Cc1ccc(S(=O)(=O)Nc2nc(C)c(C(=O)NNS(=O)(=O)c3cc(C)ccc3C)s2)cc1
→ -1.1	-20	0.3	-1.4	1	1.3	-0.1	-2	-15	1.0	0.7
> Cc1c(C(=O)NC(=S)NCc2cccnc2)cccc1[N+](=O)[O-]
→ -1.3	1	3.8	-0.5	-1	-1.1	-2.5	-1	-5	-1.9	-0.4
> CCCCCn1c(=O)c(-c2nc3ccccc3[nH]2)c(O)c2ccccc21
→ -0.1	9	3.8	-1.0	-1	0.9	0.2	-1	-13	4.1	.
> Cc1cc(C)nc(SCSc2nc(C)cc(C)n2)n1
→ -0.7	-3	4.8	0.0	-1	1.1	0.4	2	0	0.0	-1.1
> CCN(CC)C(=O)c1[nH]cnc1C(=O)NCC(=O)OC(C)(C)C
→ -1.3	8	1.7	-1.2	1	-0.4	-0.3	6	2	1.2	1.8
> CC(C)Cc1nnc(NC(=O)CN2C(=O)NC3(CCCC3)C2=O)s1
→ -0.9	6	1.4	-1.1	1	-0.7	-0.2	-5	-3	-0.2	0.5
> O=C(CSc1nc2ccccc2nc1N1CCCCC1)NCc1ccc(Cl)cc1Cl
→ -0.7	6	.	.	8	1.7	-0.2	47*	0	0.3	.
> Cc1ccc(-c2c[n+](CC(=O)Nc3c(C)cccc3C)c3n2CCC3)cc1
→ 0.1	-7	0.3	0.3	-2	1.5	0.5	0	-5	-0.6	.
> Cc1cc(C)c(O)c(-c2cc(C(=O)Nc3c(C)n(C)n(-c4ccccc4)c3=O)[nH]n2)c1
→ -1.6	7	1.3	-1.7	-2	-3.5	-0.8	-4	-14	-2.9	-0.4
> COc1cccc(CN(C)CC(O)COc2cc(Cl)ccc2Cl)c1 (stereo unspecified)
→ -1.4	-1	0.4	-1.3	1	-0.7	0.2	4	-3	-1.9	1.9
> COC(=O)[C@]12C[C@H](CC(=O)NCc3cccc4ccccc34)C(=O)N(Cc3ccco3)C1=C[C@H](COCc1ccccc1)O[C@@H]2C
→ -0.5	-13	.	.	-3	1.4	-1.5	3	3	-1.3	.
> O=C(N/N=C/c1cccnc1)c1cc(-c2ccccc2Cl)nc2ccccc12
→ -0.7	-5	-1.3	0.0	-3	0.4	-3.1	7	-3	-0.3	-0.1
> Cc1ccc(NC(=O)CCC(=O)c2ccc(Cl)s2)nc1
→ -0.7	9	1.5	-1.3	-3	5.2	-1.1	3	-23	-0.5	-0.6
> CCOc1ccccc1NC(=O)COC(=O)C1CCC(=O)N1 (stereo unspecified)
→ -0.9	-3	-1.1	-0.8	5	-2.7	-0.5	0	3	-0.4	0.7
> Cc1cc(C(=O)Nc2cccc3ccccc23)oc1C
→ -0.4	-7	0.5	-1.4	3	3.1	0.0	-2	-19	0.1	3.6
> CCc1c(C)nc(N2CCOCC2)[nH]c1=O
→ -1.2	0	-1.0	-0.7	-3	0.7	-0.3	3	2	-0.9	3.6
> COC(=O)c1ccccc1Sc1c(/C=N/OCc2ccc(Cl)cc2)c(C(F)(F)F)nn1C
→ -0.9	-2	2.3	0.0	0	0.0	0.5	0	-2	-0.8	-1.1
